CaV13 FRET inh = Disruptors of the CACNA1D IQ motif to Ca2+-dependent inactivation inhibitor domain association, primary screening, Förster resonance energy transfer in intact living …; HEK cells, CFP/YFP FRET ICDI-IQ, plate reader, 10 min; percent FRET-ratio fall versus neutral wells; inhibition, % at 12.3 µM; 340,000 tested, 0.098% active;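 active = mean replicate inhibition of at least 30% and at least 1% of replicates passing that level; inconclusive = only one of the two criteria is met; inactive = neither criterion is met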;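 note: 0% = median of the neutral control wells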
HTR2A ag = mouse HTR2A agonism via beta-arrestin recruitment. P35363. CHO-K1 mHTR2A beta-arrestin complementation, luminescence; percent of 30 µM serotonin response. activation, % at 7.6 µM. AID 624169. 360,000 tested, 0.66% active;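 active = activation above a run cutoff, the mean activation of all tested compounds plus 3 SD, cut at about 14% in these data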;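 note: 0% = plate median of compound wells and 100% = 30 µM serotonin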
N-glyco inh = N-linked glycosylation inhibition | reporter increase, % at 12.5 µM | 360,000 tested, 0.23% active | D54 ERlucT glycosylation luciferase reporter, 24 h; percent of 100 nM tunicamycin response;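 active = mean luciferase reporter signal, scaled so untreated is 0 and the glycosylation-blocking control 100, at or above a set limit in every replicate; inconclusive = mean reaches the limit but not every replicate does; inactive = mean below the limit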;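 note: luciferase carries N-glycosylation sites so blocking glycosylation raises the light; 0% = median of neutral control wells and 100% = median of 100 nM tunicamycin wells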
MC4R ag barr = agonists of human melanocortin 4 receptor (MC4R) beta-arrestin | P32245 | U2OS MC4R beta-arrestin complementation, luminescence; percent of melanotan II response, DMSO zero | activation, % at 8.9 µM | 360,000 tested, 0.98% active | AID 540308;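 active = activation above a per-plate cutoff, the mean activation of sample wells on that plate plus 3 SD, cut at about 8% in these data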
Target sequence (P32245 whole entry, looked up): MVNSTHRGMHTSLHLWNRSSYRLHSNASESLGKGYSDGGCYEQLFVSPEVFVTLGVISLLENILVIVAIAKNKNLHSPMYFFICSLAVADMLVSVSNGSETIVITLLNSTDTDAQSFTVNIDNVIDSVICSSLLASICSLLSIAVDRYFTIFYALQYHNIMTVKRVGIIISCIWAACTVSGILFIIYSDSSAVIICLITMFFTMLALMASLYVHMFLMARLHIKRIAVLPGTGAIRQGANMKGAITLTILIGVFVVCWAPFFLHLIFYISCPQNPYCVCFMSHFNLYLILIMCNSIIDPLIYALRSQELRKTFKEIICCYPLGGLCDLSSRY
PDI inh = PDI (human) enzyme inhibition | P07237 | PDI insulin aggregation turbidity, A650, 90 min | inhibition, % at 10 µM | 350,000 tested, 0.052% active | AID 588391;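 active = mean inhibition across replicates of 30% or more, whatever share of single replicates reach that level; inconclusive = mean inhibition below 30% while every single replicate reaches 30%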;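 note: absorbance from insulin aggregation driven by PDI reduction with DTT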
Target sequence (P07237 whole entry, looked up): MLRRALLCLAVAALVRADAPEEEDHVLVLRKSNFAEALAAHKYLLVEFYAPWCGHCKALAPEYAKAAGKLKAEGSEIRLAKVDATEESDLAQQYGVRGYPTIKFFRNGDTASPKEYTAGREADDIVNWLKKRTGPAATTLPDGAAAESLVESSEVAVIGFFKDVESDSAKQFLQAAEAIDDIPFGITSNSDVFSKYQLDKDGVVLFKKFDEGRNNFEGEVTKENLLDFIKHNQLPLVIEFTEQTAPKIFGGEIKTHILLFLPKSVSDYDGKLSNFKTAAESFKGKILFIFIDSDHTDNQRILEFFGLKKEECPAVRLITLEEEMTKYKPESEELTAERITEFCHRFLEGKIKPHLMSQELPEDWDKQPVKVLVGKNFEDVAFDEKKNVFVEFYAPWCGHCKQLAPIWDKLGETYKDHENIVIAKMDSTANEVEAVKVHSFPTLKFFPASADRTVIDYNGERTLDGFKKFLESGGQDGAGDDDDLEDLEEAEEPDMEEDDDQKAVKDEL
ABHD5 PLIN5 PPI = blocks binding of human ABHD5 to perilipin-5. inhibition, % at 4 µM. Q00G26+Q8WTS1. 360,000 tested, 0.78% active. AID 602281. Split G. princeps luciferase complementation, luminescence, 4 h;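 active = inhibition above the mean inhibition across every tested compound plus 3 SD, cut at about 22% in these data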;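 note: 0% = DMSO only wells and the 100% control is not disclosed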
H9c2 protect = modulators protecting cardiomyocytes from myocardial damage; H9c2 cardiomyocytes, H2O2 injury protection, ATPLite, 2 h; protection from H2O2 cell death, % at 20 µM; 360,000 tested, 0.63% active; AID 588492;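 active = compounds giving at least 50% protection of heart cells from peroxide-induced death in the single-dose screen, raw or plate-pattern-corrected value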;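 note: 0% = DMSO wells with peroxide and 100% = DMSO wells without peroxide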
ABCB6 inh 2 = blocks the human ABCB6 transporter; K562-ABCB6 porphyrin accumulation, flow cytometry, 1 h; stronger effect = lower value; 360,000 tested, 0.19% active; fluorescence ratio to DMSO, % at 10 µM; Q9NP58;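 active = fluorescence ratio to DMSO below 75%, the collection mean minus 3 SD; inconclusive = too few cells collected in the well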;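 note: signal is porphyrin accumulated inside mitochondria; 100% equals median channel fluorescence of DMSO control wells; lower ratio means ABCB6 inhibition with less porphyrin fluorescence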
Granule exo inh = lytic granule exocytosis inhibition. TALL-104 LAMP-1 surface exposure, flow cytometry; cells stimulated with thapsigargin and PMA. inhibition, % at 10 µM. 360,000 tested, 0.66% active;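 active = inhibition above about 55%, limit read from the data; inconclusive = no clear call, values can overlap the other calls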
MC4R antagonist = blocks human MC4R cAMP signaling. P32245. MC4R-expressing cells, MTII-stimulated cAMP, LANCE TR-FRET. inhibition, % at 6.5 µM. 360,000 tested, 0.48% active. AID 540295;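 active = inhibition above its plate's cutoff, the mean of tested wells on that plate plus 3 SD, cut at about 29% in these data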;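 note: 0% = Melanotan II alone and 100% = Melanotan II plus saturating MCL0020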
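Material – human MC4R-expressing U2OS cells · Repeats – no replicates · Detection – TR-FRET with Eu-cAMP and labeled anti-cAMP, 671 nm · Times – compound 30 min, challenge 1 h, detection 1 h · Compound – single nominal compound dose of 6.5 µM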
Numbers without * were called inactive; ? = inconclusive; / = not tested or not shown.

SMILES	CaV13 FRET inh	HTR2A ag	N-glyco inh	MC4R ag barr	PDI inh	ABHD5 PLIN5 PPI	H9c2 protect	ABCB6 inh 2	Granule exo inh	MC4R antagonist
COCCN1CC(O)=C(c2nc3ccccc3c(=O)[nH]2)C1=N	0	0	3	1.8	9	-1	20	87	-2	18
N#C/C(=C1/CCCCCN1)c1nnc2n1CCCCC2	-9	5	1	0.1	9	2	6	98	0	-3
O=C(NCCCN1CCCC1)c1ccc2c(c1)N(Cc1ccc(F)cc1)C(=O)c1ccccc1S2=O (centres undefined)	-8	-14	-4	0.1	12	5	16	100	-3	0
Cc1cccc(OCC(=O)N(Cc2nnc(-c3ccccc3Cl)o2)C2CC2)c1	-5	-1	-1	-1.1	4	-2	-7	95	8	8
Cc1ccn(CCC(=O)NC2CCCc3c2cnn3-c2cccc(C)c2C)n1 (centres undefined)	-3	1	2	-2.0	1	5	-4	106	-2	16
CCn1c(SCC(=O)c2cccs2)nnc1-c1cccs1	-7	5	0	2.5	1	-7	11	101	0	19
Cc1c(C(c2ccccc2O)c2c(C)n(C)n(-c3ccccc3)c2=O)c(=O)n(-c2ccccc2)n1C	0	13	-1	2.3	2	-1	-1	98	-3	6
Cc1cccc(C(=O)OCC(=O)N(C)C(c2ccccc2)c2ccccc2)c1[N+](=O)[O-]	-5	0	0	-2.1	15	-2	-11	93	7	2
COc1cccc(-c2c[nH]c(=O)[nH]c2=O)c1	6	2	3	-1.0	-2	3	-1	96	0	13
O=C(Nc1c(-c2ccccc2)[nH][nH]c1=O)c1cccc(C(F)(F)F)c1	-9	13	-1	/	/	-49	3	98	-3	/
CCOC(=O)CCNC(=O)N1CCC(CCC(=O)NCc2ccc(F)cc2)CC1	-5	6	0	-2.4	5	2	-2	99	-3	8
O=C(Nc1cc(C(F)(F)F)ccc1Cl)c1cc(C2CC2)on1	-9	4	1	4.7	-2	1	-4	96	-1	3
CCOc1cccc(/C=N/N2C(C)CCCC2C)c1O (centres undefined)	-19	-8	0	2.1	0	-3	-5	97	4	17
COc1ccc(Cl)cc1C(=O)NNC1CC(=O)N(Cc2ccc(Cl)cc2)C1=O (centres undefined)	-7	1	1	0.0	-10	1	0	102	-2	9
Cc1ccc(C)c(OCc2cc(C(=O)N3CCN(C(=O)c4ccco4)CC3)no2)c1	-7	11	0	-3.4	7	5	-2	104	2	3
COc1ccc2cc(Br)ccc2c1CC(=O)NC(C)C	-4	-3	-3	-3.0	-3	-4	-2	101	7	3
O=C(CN(Cc1ccc(Cl)cc1)S(=O)(=O)c1ccccc1)NCC1CCCO1 (centres undefined)	-10	4	0	-3.4	13	-5	6	103	0	8
Cc1noc(C)c1COc1ccccc1C(=O)N(C)CC(=O)Nc1ccc(F)cc1	-4	6	1	-3.0	5	-6	5	101	-1	-6
COc1ccc(CN(Cc2ccccn2)C(=O)CN2C(=O)C(C)Oc3ccccc32)cc1 (centres undefined)	-5	4	-1	-0.2	-8	-5	13	92	-5	10
COc1cc(C(=O)Nc2cccc(-n3cnnn3)c2)cc(Cl)c1OC	-6	-7	1	-1.2	-2	-3	8	100	-4	14
Cc1cc(OCC(=O)N(C(C)C)C(C)C)ccc1Cl	-7	3	-2	0.0	1	0	-3	89	3	7
COc1ccc(NC(=O)CCn2c(=S)[nH]c3ccccc3c2=O)cc1	-7	5	-1	8.6*	12	5	-6	94	-4	8
CCOC(=O)C1=C(C)NC(=O)NC1c1ccc(OCC(=O)OC)c(OC)c1 (centres undefined)	/	6	0	-1.2	-5	-2	34	104	-2	7
O=C(NCCN1CCCC1)C1CCN(S(=O)(=O)N2CCC3(CC2)OCCO3)CC1	-8	3	-1	-0.4	5	1	4	91	1	-2
CCOC(=O)c1sc(=S)n(-c2cccc(C(F)(F)F)c2)c1SC	-6	2	1	8.0	-8	-3	-3	95	0	1
Cc1ccc(NC(=O)Nc2sc(=S)n(C)c2C)cc1	/	1	0	-0.3	-5	-3	8	90	-1	-2
CCOC(=O)C1(C)CCCN(C(=O)c2cccs2)C1 (centres undefined)	-11	2	1	-0.7	-3	3	6	108	3	0
CC(OC(=O)c1ccc2ncsc2c1)C(=O)Nc1cccc(Cl)c1 (centres undefined)	-1	-4	-1	-0.2	4	-6	-10	79	-1	-1
COc1ccc(/C=C2\Sc3ccc(C(=O)N4CCCC4)cc3N(C)C2=O)cc1OC	/	6	-5	0.6	-5	-4	-3	97	5	7
Cc1nc(SCC(N)=O)[nH]c(=O)c1CCC(C)C	-6	-4	2	-1.4	-3	-6	5	94	-6	-3
COc1ccc(NCc2cccnc2)cc1	-2	-4	0	-1.6	-2	-1	-2	93	-1	7
Nc1nnc(Cc2ccc(Cl)cc2)s1	0	3	1	0.0	9	1	7	96	0	0
CCN(Cc1nc(-c2cccc(C)c2)no1)C(=O)c1ccc2c(c1)OCO2	-3	3	2	-0.6	2	-3	-5	97	12	1
CC(=O)Nc1ccc(N/C=C(\C#N)S(=O)(=O)c2ccc(Cl)cc2)cc1	-2	-8	0	-2.6	-3	0	0	95	-5	2
CCOC(=O)c1cnn(-c2ccc(C(F)(F)F)cn2)c1N	-5	1	1	-2.4	-5	-6	-9	98	-6	2
O=C(NCCN1CCOCC1)c1ccc2c(c1)N(Cc1ccccc1)C(=O)CS2	-10	0	-2	0.0	5	3	2	102	2	5
O=C(CSCc1ccc(Cl)cc1)NN=C1CCCCCC1	-5	-8	0	-0.9	-5	-6	0	104	-2	2
CCOC(=O)CCn1nc(-c2ccc(C)cc2)c2ccccc2c1=O	-17	1	1	-1.6	3	1	-2	88	-3	15
COc1ccc(CNC(=O)CSc2ncnc3nc[nH]c23)cc1	-5	-1	2	-0.9	-10	-1	-2	106	-2	-3
O=c1cc(Cl)[nH]c(=O)n1CCNc1ncc(C(F)(F)F)cc1Cl	/	-3	0	-1.7	-1	-11	-17	100	1	5
CC1(C)Cc2c(c(-c3ccccc3Cl)[nH]c(=O)c2C#N)CO1	-5	3	0	-0.6	5	2	5	99	-2	2
O=C(C1CCC(Cn2c(=S)[nH]c3ccccc3c2=O)CC1)N1CCN(c2ccccc2)CC1 (centres undefined)	-6	1	-8	0.8	1	2	-3	104	1	0
CCCCCNC(=O)CSC1=N/C(=C\c2ccc(Cl)c(Cl)c2)C(=O)N1CC	/	-1	1	-2.9	0	-8	-2	104	-2	-3
O=C(c1cccs1)N1CCN(c2ccc([N+](=O)[O-])cc2F)CC1	-19	8	-6	-1.4	1	-2	-2	97	2	23
COc1cccc(NC(=O)N(CCCN2CCOCC2)C(C)c2cc3ccccc3o2)c1 (centres undefined)	-7	-1	-1	0.1	0	-3	10	101	0	-1
N#CC(C#SN)=C1CCCCC1	/	0	0	-2.1	-4	-23	2	110	0	-4
CCOc1ccc(S(=O)(=O)NCCC(=O)N(CC)CC(=O)Nc2c(F)cccc2F)cc1	-5	0	3	-2.0	2	1	-2	105	3	0
COc1ccc(CCN2CC(C(=O)NCCN3CCNC3=O)CCC2=O)cc1 (centres undefined)	-2	-3	2	-3.1	-7	6	1	104	-2	4
CC(=O)C1(C)OC(N)=C(C#N)C(c2ccccc2)C1(C#N)C#N (centres undefined)	-9	2	0	-1.7	-2	-5	14	101	-2	0
O=c1[nH]nc(SCc2nnc(-c3cccc(Cl)c3)o2)n1C1CCCCC1	-4	6	-1	-0.7	10	-3	-24	95	0	-3

3 of the entries above in order of their number in Granule exo inh, highest first.
compound	Granule exo inh
O=C(c1cccs1)N1CCN(c2ccc([N+](=O)[O-])cc2F)CC1	2
O=C(C1CCC(Cn2c(=S)[nH]c3ccccc3c2=O)CC1)N1CCN(c2ccccc2)CC1 (centres undefined)	1
CCCCCNC(=O)CSC1=N/C(=C\c2ccc(Cl)c(Cl)c2)C(=O)N1CC	-2

Next compounds follow:
SMILES	CaV13 FRET inh	HTR2A ag	N-glyco inh	MC4R ag barr	PDI inh	ABHD5 PLIN5 PPI	H9c2 protect	ABCB6 inh 2	Granule exo inh	MC4R antagonist
CC(C)(C)OC(=O)N1CCC(C(=O)Nc2ccc(C(=O)N3CCOCC3)cc2)CC1	-2	4	5	-1.4	-1	-1	11	96	1	0
C[C@H]1CN([C@@H](C)CO)C(=O)c2cc(Br)cnc2O[C@H]1CN(C)C(=O)C1CC1	-4	-1	3	1.1	-2	0	-1	100	3	13
CC1C(=O)N2CCCc3cc(S(=O)(=O)NCCc4ccccc4)cc1c32 (centres undefined)	-7	-1	0	-1.8	2	-8	-5	100	8	15
O=C(CN1CCC(C(=O)c2ccc3c(c2)OCCO3)CC1)NC1CCCC1	-6	-4	-6	-1.2	1	-1	-5	101	0	-1
O=C(NCc1ccccc1)/C(=C/c1ccc(OC(F)F)cc1)c1ccccc1	-6	-5	-8	2.3	-10	-5	-4	104	28	11
COc1ccc(CN(C)C(=O)c2[nH]c(C)c(C(C)=O)c2C)c(OC)c1OC	-3	-11	-1	2.0	-1	2	-15	98	-10	16
O=C1CN(C(=O)COC(=O)c2cccc(S(=O)(=O)NCc3ccccc3)c2)c2ccccc2N1	-4	-7	1	-0.9	0	0	8	148	2	8
CN1CCN(C(=O)/C=C/c2ccc(C#N)cc2)CC1	-5	4	0	-0.2	4	-1	0	100	9	-2
Cc1cccc2c1CC(C)(C)NC2=C(C#N)C#N	-5	-1	1	-3.1	9	4	1	99	-7	-18
CCOc1ccc(/C=N/OC(C)C(=O)NCc2ccc3c(c2)OCO3)cc1 (centres undefined)	-5	1	0	-1.5	?	-9	-10	99	12	1
CCCNC(=S)N1CCC(C(=O)c2ccc3c(c2)OCCO3)CC1	-5	-3	3	-3.0	1	-9	-9	98	-2	10
Cc1cc(C)nc(-n2nc(C)cc2NC(=O)COC(=O)CCC(=O)c2cccs2)n1	-6	3	-1	-0.2	-19	2	30	99	-2	2
CC(NC(=O)Cc1cccs1)c1ccccc1 (centres undefined)	-5	6	3	-2.5	5	-1	-5	100	-2	13
COc1ccc(N(CC(=O)NC2CCS(=O)(=O)C2)S(=O)(=O)c2cc(C)ccc2C)cc1 (centres undefined)	-6	-7	0	-1.9	4	-4	0	97	-6	1
O=C(O)c1ccc(Nc2nc3ccccc3nc2NS(=O)(=O)c2cccs2)cc1	-2	5	1	-2.2	-4	-7	-1	103	-3	0
CC(OC(=O)c1ccc(S(=O)(=O)N(C)c2ccccc2)cc1)C(=O)NCCC1=CCCCC1 (centres undefined)	-15	-1	1	0.2	2	10	7	99	0	4
CCN(CC)S(=O)(=O)c1ccc(C(=O)NC(=S)N2CCCCC2C)cc1 (centres undefined)	-17	-1	0	-1.9	-2	1	5	96	2	1
O=C(O)CCCCCn1c(SCC(=O)c2ccc(O)c(O)c2)nc2ccsc2c1=O	-5	0	-3	-2.1	32*	-2	17	99	-2	6
C/C(N)=C(/C#N)C(=O)CSc1nc2cc(Cl)ccc2c(=O)n1-c1ccc(C)cc1	-3	1	-1	2.6	-2	-1	-11	104	-5	14
